Screening data: PubChem BioAssay, NCI
NCI-60 one-dose screen, 48 h, at 10 µM unless noted. Numbers give growth in % (100 = growth as untreated, 0 = no growth, -100 = all killed).
HOP-62 – HOP-62 NSCLC; 80,000 compounds, 3.9% hits
HOP-92 – HOP-92 NSCLC cells; 71,000 compounds, 6.3% hits
A549/ATCC – A549/ATCC NSCLC; 81,000 compounds, 3.7% hits; AID 1794740
EKVX – EKVX NSCLC. 71,000 compounds, 3% hits
M14 – M14 melanoma. 80,000 compounds, 6.2% hits. AID 1794745
RPMI-8226 – RPMI-8226 leukemia cells. AID 1794781. 77,000 compounds, 7.5% hits
MOLT-4 – MOLT-4 leukemia cells; 80,000 compounds, 6.9% hits; AID 1794779
CCRF-CEM – CCRF-CEM leukemia; 77,000 compounds, 7% hits
* = called active by the depositor; / = no result given; & = joins results of further samples; [ ] = another dose, or the depositor's remark. The calls were made as follows: active = growth percent below 10; inactive = the rest. Compounds as they come (roughly 13% active in at least one column).

SMILES	HOP-62	HOP-92	A549/ATCC	EKVX	M14	RPMI-8226	MOLT-4	CCRF-CEM
CC/C(=N\NS(=O)(=O)c1ccc(C)cc1)c1ccccc1	101	98	97	99	104	91	99	96
COC1C=C(C)Nn2c(nc3c(cnn3-c3ccccc3)c2=O)N1N (centres undefined)	99	79	99	85	100	94	89	98
OCC1CCCC1	99	109	103	/	100	104	86	98
COc1cc2c(c(O)c1OC)C1Cc3ccc(OC)c(OC)c3CN1CC2 (centres undefined)	92	81	97	96	80	89	89	89
CCCCCCCN1C(=O)/C(=c2\sc3n(c2=O)NC2C(N=3)N(CC)C(=O)N2CC)c2ccccc21 (centres undefined)	97	86	82	72	88	75	78	86
Nc1nc(Nc2cccc(Cl)c2)cc(=O)[nH]1	100	102	95	96	102	105	106	103
CCOC(=O)Cn1c(O)c(N=Nc2ccc(S(N)(=O)=O)cc2)c2cc(Br)ccc21	65	96	31	83	88	79	77	53
C[C@@H](C[C@H](CCOC(=O)N(C)C)c1ccccc1)c1cc2ccccc2o1	88	76	89	93	97	82	86	83
O=c1[nH][nH]c2cc([N+](=O)[O-])ccc12	97&106	102	101&94	96&109	90&98	96	100&106	87&89
Cc1cc(C)c2sc(NC(=O)c3ccccc3)nc2c1	98	64	81	49	90	59	55	80
O=C(NCCCN1CCN(CCCNC(=O)C2CCCCC2)CC1)C1CCCCC1	95	70	101	/	99	93	94	92
Cc1cccc(Cl)c1NC(=O)c1ccc2nc(NC(=O)NCCN(C)C)sc2c1	60	64	102	104	91	94	80	79
COc1cc(CNC(=O)/C=C/C=C/c2ccc3c(c2)OCO3)ccc1O	108	111	100	98	105	108	87	89
O=C1C=C(N2CCOCC2)c2cccc3cccc1c23	89	132	93	73	97	142	141	164
CC(C)(C)C(CC(=O)/C=C\c1ccccc1)c1ccccc1 (centres undefined)	69	65	80	95	85	34	40	64
O=C(c1cccc(O)c1)C1C(c2ccc(Br)cc2)C2CCCN2C12C(=O)c1ccccc1C2=O (centres undefined)	93	82	89	90	92	93	92	106
CC(C)(O)c1ccccc1CC[C@@H](SC1(CC(=O)O)CC1)c1cccc(/C=C/c2ccc3ccc(Cl)cc3n2)c1	107	89	108	96	108	95	121	92
CCCC(=O)c1ccc([N+](=O)[O-])o1	90	80	69	102	104	/	87	/
COc1cc(OC)cc(-c2cc3ccc(N(C)C)cc3c(=O)[nH]2)c1	53	94	24	47	11	29	/	16
O=C(O)c1ccc(-n2cc(C(=O)O)c(-c3ccc4ccccc4c3)n2)cc1	78	113	105	98	94	101	93	102
O=C(N/N=C/C[C@@H]1[C@@H](/C=C/[C@@H](O)CCc2ccccc2)[C@H](OC(=O)c2ccccc2)C[C@@H]1O)c1ccncc1	86	97	73	95	95	70	60	91
CCOC(=O)c1c(Nc2ccccc2)nn2c(-c3ccccc3)c(C#N)cnc12	89	84	98	95	118	100	110	96
O=C(NCCNc1cc(-c2cn(-c3ccccc3)nc2-c2cccc(O)c2)ccn1)Nc1cccc(C(F)(F)F)c1	97	81	88	74	64	70	86	93
CSc1nc(O)cc(=O)n1C	107	99	100	95	102	102	101	102
CO[C@H]1NC(=O)N(S(=O)(=O)c2ccc3ccccc3c2)[C@@H]1OC	99	/	101	93	105	107	/	101
CCCCCCCCCCCCNC(=O)[C@H]1CSC(c2cc3ccccc3s2)N1 (some centres undefined)	-96*	62	64	-60*	-89*	19	-63*	-46*
O=C(C(Cl)Cl)N1CC2CCC(CC2)C1	96	89	90	94	107	102	115	103
CC(=O)NS(=O)(=O)c1ccc(NCc2nc3ccccc3c(=O)[nH]2)cc1	104	103	83	/	90	93	82	91
COc1ccc2c(c1)OC(N)=C(C#N)C2c1cc(OC)c(OC)c(OC)c1 (centres undefined)	39	-0.9*	16	50	5.1*	12	7.9*	7.7*
CN(C)CCOC(=O)C(C)(C)C	112	/	101	/	98	106	96	/

Overlap with the part before: 6 compounds; new compounds follow.
SMILES	HOP-62	HOP-92	A549/ATCC	EKVX	M14	RPMI-8226	MOLT-4	CCRF-CEM
CO[C@H]1NC(=O)N(S(=O)(=O)c2ccc3ccccc3c2)[C@@H]1OC	99	/	101	93	105	107	/	101
CCCCCCCCCCCCNC(=O)[C@H]1CSC(c2cc3ccccc3s2)N1 (some centres undefined)	-96*	62	64	-60*	-89*	19	-63*	-46*
O=C(C(Cl)Cl)N1CC2CCC(CC2)C1	96	89	90	94	107	102	115	103
CC(=O)NS(=O)(=O)c1ccc(NCc2nc3ccccc3c(=O)[nH]2)cc1	104	103	83	/	90	93	82	91
COc1ccc2c(c1)OC(N)=C(C#N)C2c1cc(OC)c(OC)c(OC)c1 (centres undefined)	39	-0.9*	16	50	5.1*	12	7.9*	7.7*
CN(C)CCOC(=O)C(C)(C)C	112	/	101	/	98	106	96	/
O=C1c2ccccc2C(=O)c2c(N=Nc3sc(=S)[nH]c3O)cccc21	94	90	89	/	103	87	79	78
COc1ccc(S(=O)(=O)N2CCN(c3cc4c(cc3F)c(=O)c(C(=O)O)cn4C3CC3)CC2)cc1OC	85	90	98	/	100	95	92	94
CSC(=O)NNc1nc2ccccc2s1	95	/	100	81	101	/	95	/
COc1ccc(C(=O)CSC(=S)N2CCCCC2)cc1	103	104	99	/	94	87	89	87
OC1(c2ccccc2)C(N2CCOCC2)=C(c2ccccc2)c2ccccc21 (centres undefined)	91	77	97	99	91	89	90	91
S=c1[nH]ccn1-c1ccccc1Cl	112	/	54	112	108	96	97	97
O=C(/C=C/Nc1ccc(F)cc1F)c1ccc2c(c1)Nc1ccccc1S2	78	86	81	74	66	78	67	74
CCNc1nc2cc3c(C)c(CC)c(=O)oc3c(C)c2o1	87	96	93	105	104	107	105	102
CN(Cc1ccccc1)c1ccc(SC#N)cc1	108	60	92	/	84	75	55	11
N#Cc1ccc(Cn2cc(CSc3nc4ccccc4s3)nn2)cc1	102	94	106	91	97	92	96	98
OC(c1ccccc1)C(O)c1ccccc1 (centres undefined)	99	97	110	111	99	104	95	103
S=C1CCCCN1	98	94	96	113	100	99	109	101
N#Cc1c(-c2ccccc2)[nH]c(=S)[nH]c1=O	98	109	103	99	100	108	106	104
COc1cc(/C=C/C(=O)c2cc(-c3ccc(O)cc3)ccc2O)cc(OC)c1OC	129	43	83	74	85	36	56	18
CC(C)OC(=O)N1CCOCC1	99	92	103	126	103	107	110	102

Single records, from the list above. Values in the order: HOP-62 | HOP-92 | A549/ATCC | EKVX | M14 | RPMI-8226 | MOLT-4 | CCRF-CEM
Listed for `O=C1c2ccccc2C(=O)c2c(N=Nc3sc(=S)[nH]c3O)cccc21` → 94 | 90 | 89 | / | 103 | 87 | 79 | 78
Listed for `CSC(=O)NNc1nc2ccccc2s1` → 95 | / | 100 | 81 | 101 | / | 95 | /
Listed for `N#Cc1ccc(Cn2cc(CSc3nc4ccccc4s3)nn2)cc1` → 102 | 94 | 106 | 91 | 97 | 92 | 96 | 98
Listed for `N#Cc1c(-c2ccccc2)[nH]c(=S)[nH]c1=O` → 98 | 109 | 103 | 99 | 100 | 108 | 106 | 104
Listed for `S=C1CCCCN1` → 98 | 94 | 96 | 113 | 100 | 99 | 109 | 101

Further compounds follow.
SMILES	HOP-62	HOP-92	A549/ATCC	EKVX	M14	RPMI-8226	MOLT-4	CCRF-CEM
Cc1cccc2c3c(sc12)C(c1ccc(F)cc1)C(C#N)=C(/N=C/c1ccc(Cl)cc1)O3 (centres undefined)	28	/	22	48	-3.4*	20	15	13
Cc1cc(C(=O)Nc2ccc3cc(CN4CCOCC4)ccc3n2)c(C)n1-c1ccccc1	36	52	28	45	14	-21*	-17*	8.8*
Cc1ccc(Nc2ccc(O)c3c2C(=O)c2c(O)ccc(Nc4ccc(C)cc4)c2C3=O)cc1	101	/	99	/	102	97	109	96
C#CC1(OCC2CO2)CCCCC1 (centres undefined)	101	98	104	121	101	109	104	104
Cc1cc2nc[nH]c(=O)n2n1	99	106	106	102	100	105	89	105
COc1ccc(-c2cc(-c3cccs3)n(S(=O)(=O)c3ccccc3)c(=O)c2C#N)cc1	88	79	108	114	105	80	72	44
Nc1c(Br)cc(Br)c2c1[nH]c(=O)c1ccccc12	22	83	59	57	100	96	81	93
COc1cc(/C=N\NC(=S)Nc2ccc(S(=O)(=O)N3CCCCC3)cc2)cc(OC)c1OC	99	/	83	87	123	79	64	84
CCOC(=O)c1c(C)nc2c(c1N)C(=O)C(=O)N2Cc1ccccc1C(F)(F)F	78	70	73	79	96	85	84	112
COc1ccc2cc1Oc1ccc(cc1)C[C@H]1c3cc(c(OC)cc3CCN1C)Oc1c(OC)c(OC)cc3c1[C@H](C2)N(C)CC3	18	/	/	/	-79*	-31*	/	3.8*
O=[N+]([O-])c1ccc(N=Nc2c(Cl)cc(O)cc2Cl)cc1	4.0*	3.3*	16	1.7*	-30*	/	-19*	9.0*
Cn1c(=O)c2c(nc(-c3cccc(OCCCCl)c3)n2C)n(C)c1=O	93	96	91	/	104	82	89	90
O=C1C=CC(=O)N1c1ccccc1N1C(=O)C=CC1=O	95	83	121	115	110	124	99	1.9*
CCOC(=O)C1=C(C(=O)c2ccccc2)C(c2ccc(O)cc2)NC(=S)N1 (centres undefined)	98	115	109	105	96	116	102	121
N#CC(C#N)=C/C=C/c1ccccc1	121	100	93	124	96	112	98	83
Nc1cccc(S(N)(=O)=O)c1	91	93	104	109	100	101	106	104
C[C@H]1[C@H](C)CC[C@]2(C(=O)O)CC[C@]3(C)C(=CC[C@@H]4[C@@]5(C)C/C(=C/c6ccco6)C(=O)C(C)(C)[C@@H]5CC[C@]43C)[C@H]12	-76*[100 µM]	-88*[100 µM]	-52*[100 µM]	-68*[100 µM]	-44*[100 µM]	-19*[100 µM]	-11*[100 µM]	-26*[100 µM]
NC(N)=NS(=O)(=O)c1ccc(N=Nc2c(N)[nH]n(-c3ccccc3)c2=O)cc1	114	88	100	107	106	108	109	110
COc1nc2ccccc2cc1/C=C1/C=C(c2ccccc2)OC1=O	92	86	107	87	90	95	93	98
CN1CCN(Cc2ccc(NC(=O)c3cncc(C#Cc4cnc(N)c5cnccc45)c3)cc2C(F)(F)F)CC1	-24*	-59*	20	2.4*	-42*	-17*	17	13
Cc1nc(C#N)c(N2CCC(c3nc(-c4ccccc4)no3)CC2)o1	102	82	101	91	98	98	101	/
Cc1ccc(S(=O)(=O)N2CCC(O)(c3ccccc3)CC2)cc1	112	94	/	/	106	98	97	/
COC(=O)[C@H](C)NC(=O)NC(=O)NC(=O)CI	98	-21*	96	107	59	/	-32*	-55*
C/C(=N\OC(=O)Nc1ccccc1)c1ccccc1	118	126	88	/	103	99	94	99
O=C(/C=C/c1cccnc1Cl)c1ccccc1O	95	29	90	77	103	63	83	87
O=S(=O)(NCCCNc1nccc(-c2c(-c3cccc(F)c3)nc3sccn23)n1)c1ccc(C(F)(F)F)cc1	104	95	83	87	92	87	62	89
CC1=C(C(=O)OCC2CCN(C(=O)OC(C)(C)C)CC2)[C@@H](c2cccc(Br)c2)C2=C(CC(C)(C)CC2=O)N1	72	98	39	57	43	46	27	35
COc1ccc(C2=NNC(c3cc(OC)c(OC)c(OC)c3)C2)cc1 (centres undefined)	94	74	85	81	88	59	90	66
CC(=O)COC(=O)c1ccccc1	102	/	95	115	109	110	91	105
O=c1cc(C2NCCc3c2[nH]c2ccccc32)c2ccc(O)cc2o1 (centres undefined)	91	86	101	91	88	112	113	106
COc1ccc2[nH]cc(/C=C3/C(=O)Nc4ccc(Cl)cc43)c2c1	65	/	57	46	37	54	40	44
O=C(NCCc1ccc(O)c(O)c1)c1cc(Cl)ccc1Nc1ccnc(C(F)(F)F)c1	114	111	103	/	102	79	63	62
CC1C=CC(C(N)C(=O)O)O1 (centres undefined)	107	/	108	108	104	109	101	98
Cn1c2c(c3ccc(-c4ccn[nH]4)cc3c1=O)C(=O)c1ccccc1-2	17	79	8.4*	20	49	-12*	-1.4*	2.3*
c1ccc(Sc2ccncc2)cc1	103	/	104	99	104	103	103	104
N=Nc1nc(Nc2[nH]c3ccccc3c2O)n[nH]1	101	111	106	102	/	106	97	105
COc1nc(NCC(C)C)nc(NCC(C)C)n1	96	86	103	/	109	101	99	103
CCCCSc1ncc(C)c(N(C)C)n1	87	79	81	68	101	94	93	91
O=[N+]([O-])c1cccc(C(F)(F)F)c1	97	88	95	104	98	107	102	96
COc1cc2ccccc2cc/c1=N\O	107	93	107	/	90	81	95	99
CC(C)(C)CC(C)(C)c1ccc(O)cc1O	93	85	93	96	96	97	90	113
COc1ccc2cc(C(C)NC(=O)Nc3ccc(S(N)(=O)=O)cc3)ccc2c1 (centres undefined)	94	/	66	143	85	97	95	/
Nc1ccccc1-c1ccc(Cl)cc1	101	80	79	78	91	65	65	64
NS(=O)(=O)c1ccc(CCn2c(SCC(=O)N/N=C/c3ccc(F)cc3)nc3ccccc3c2=O)cc1	85	/	86	95	97	83	74	88
COc1ccc(C(=O)c2cc(OC)c(OC)c(OC)c2)cc1/C=C/C(=O)c1ccc(O)cc1	89	43	69	/	16	9.2*	16	11
CSc1nnc(-c2cnn3c2NC(c2ccccc2)C3)n1-c1ccc(F)cc1 (centres undefined)	108	86	79	101	108	92	67	87
CC(C)c1cccc(C(C)C)c1NC(=O)Nc1cccc(C(F)(F)F)c1	90	91	90	68	108	79	67	70
N#CC1=C(N)n2nc(-c3ccccc3)nc2NC1c1ccc(Cl)cc1 (centres undefined)	/	/	83	88	96	/	95	/
O=c1c2c(cc3c(O)[nH]c(=S)n13)-c1cc(Cl)ccc1N=2	112	75	99	101	98	99	104	94
